PNC inhibitor: High Content Assay for Compounds that inhibit the Assembly of the Perinucleolar Compartment. 140,000 tested, 3.1% active. activity change (PNC), negative = inhibition, % at 10 µM. AID 2417, 2010. PC3M PTB-GFP, PNC prevalence imaging, 16 h; active compounds read low;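 active = readout at or below -70, meaning at least 70% loss of cells showing the perinucleolar compartment, a nuclear body marking cancer cells; inconclusive = readout between -30 and a set limit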;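 also: plate controls were DMSO wells for no effect and camptothecin positive control wells for full effect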
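Read-out is percentage of cells bearing a perinucleolar compartment, from automated 20x imaging of fixed, Hoechst-stained PC3M PTB-GFP cells. Cells were seeded 4 h, then exposed 16 h to compound (23 nl of library stock) in duplicate plates.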
ALOX15B inhib: qHTS Assay for Inhibitors of 15-hLO-2 (15-human lipoxygenase 2). Polyunsaturated fatty acid lipoxygenase ALOX15B (Homo sapiens), O15296. Potency, µM (doses to about 57.1 µM), for inactives: at the top dose activity change, negative = inhibition, usual class: inhibitors. purified 15hLO-2, xylenol orange hydroperoxide absorbance. 110,000 tested, 0.56% active; also: potency is read from the fitted curve at half-maximal effect; nearly all actives have a fitted effect of over 60% in size; many of its hits are not listed in these tables
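Purified human 15hLO-2 (50 nM) preincubated 15 min with compound, then 45 uM arachidonic acid for 90 min at RT in 25 mM Hepes pH 7.5, 0.01% Triton X-100. Hydroperoxide detected by Fe-xylenol orange; 573/405 nm absorbance ratio.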
IMPase inh: qHTS Assay for Identifying the Cell-Membrane Permeable IMPase Inhibitors | Inositol monophosphatase 1 (Rattus norvegicus), P97697 | CHO-M1 cells, IP1 accumulation, HTRF TR-FRET ratio | inhibition (IP1 accumulation), % at 46.1 µM | 120,000 tested, under 10 active | AID 901, 2007; active = well fitted curve in the direction sought with a large enough effect in the signal ratio, not every such curve was filed as active; inconclusive = small, poorly fitted or top-dose-only effect, or a change in a side signal; inactive = no such curve, though single readings can be large or run the other way; the % refers to the signal ratio;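 also: cells stimulated with carbachol in lithium chloride buffer; plate controls were DMSO basal wells for no effect and reference inhibitor wells for full effect; higher means more IMPase inhibition seen as more IP1 and lower FRET ratio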
Target sequence (P97697 whole entry, looked up): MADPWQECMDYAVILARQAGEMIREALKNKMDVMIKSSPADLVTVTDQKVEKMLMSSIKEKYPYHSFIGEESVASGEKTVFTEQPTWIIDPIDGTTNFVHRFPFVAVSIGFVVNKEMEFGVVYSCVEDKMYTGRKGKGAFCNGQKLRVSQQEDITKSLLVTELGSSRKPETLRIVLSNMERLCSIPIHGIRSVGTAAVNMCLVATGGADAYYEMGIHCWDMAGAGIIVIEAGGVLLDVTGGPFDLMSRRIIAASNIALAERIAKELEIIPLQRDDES
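In this qHTS, compounds (final up to 46 uM) act on CHO-M1 cells that are then activated through the M1 receptor with carbachol, in pH 7.4 buffer containing 50 mM LiCl, for 30 min. IP1 accumulation is quantified by the IP-One immunoassay.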
ALOX12 inhib: qHTS Assay for Inhibitors of 12-hLO (12-human lipoxygenase); Polyunsaturated fatty acid lipoxygenase ALOX12 (Homo sapiens), P18054; 150,000 tested, 0.12% active; purified 12-hLO, xylenol orange hydroperoxide absorbance; Potency, µM (top dose mostly 57.1 µM), for the others: at the top dose activity change, negative = inhibition, usual class: inhibitors; also: potency is read from the fitted curve at half-maximal effect; nearly all actives have a fitted effect of over 55% in size; many of its hits are not listed in these tables
Target sequence (P18054 whole entry, looked up): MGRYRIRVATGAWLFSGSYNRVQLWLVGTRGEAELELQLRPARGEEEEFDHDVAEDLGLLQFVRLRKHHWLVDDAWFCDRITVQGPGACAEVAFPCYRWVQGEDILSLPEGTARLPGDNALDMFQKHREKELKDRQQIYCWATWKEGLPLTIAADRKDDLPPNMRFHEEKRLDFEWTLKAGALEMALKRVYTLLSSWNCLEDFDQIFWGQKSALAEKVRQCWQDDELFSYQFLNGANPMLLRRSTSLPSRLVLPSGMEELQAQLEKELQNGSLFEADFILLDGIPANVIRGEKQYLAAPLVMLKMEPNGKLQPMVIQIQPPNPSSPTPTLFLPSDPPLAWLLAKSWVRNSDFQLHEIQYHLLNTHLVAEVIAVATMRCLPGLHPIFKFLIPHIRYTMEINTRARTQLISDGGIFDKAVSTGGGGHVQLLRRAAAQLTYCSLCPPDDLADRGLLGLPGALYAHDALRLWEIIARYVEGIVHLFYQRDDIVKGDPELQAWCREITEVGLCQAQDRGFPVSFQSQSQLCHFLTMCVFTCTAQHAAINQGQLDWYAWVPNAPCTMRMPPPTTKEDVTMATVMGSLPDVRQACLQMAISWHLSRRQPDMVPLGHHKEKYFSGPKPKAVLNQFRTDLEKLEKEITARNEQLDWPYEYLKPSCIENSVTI
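150 nM 12hLO, 25 mM Hepes pH 7.0 + 0.01% Triton X-100; cpd preinc 15 min RT; 40 uM arachidonic acid, 30 min RT; Fe-XO 30 min; A573/A405 ratio as read-out.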
Active calls of the source: *; ? = inconclusive; . = no result given; [ ] = dose if it differs, or a comment. Unless noted, calls follow the shape of the dose curve; as a rule, active = well fitted curve in the direction sought with a large enough effect; inconclusive = small, poorly fitted or top-dose-only effect, or another doubt; inactive = no such curve, though single readings can be large; an effect the other way counts as inactive or inconclusive. Unless noted, % is scaled to controls: 0 for no effect and ±100 for the full control effect.

SMILES | PNC inhibitor | ALOX15B inhib | IMPase inh | ALOX12 inhib
COc1ccc(N=C2SC(CC(=O)Nc3ccc(OC)cc3OC)C(=O)N2C)cc1 (stereo not drawn) | 2 | -4% | 6 | 1%
C=CCc1cccc2cc(C(=O)NCc3ccc(C(=O)OCC)o3)c(=O)oc12 | -12 | -12% | 0 | 3%
Cc1ccc(C)c(S(=O)(=O)N2C(=S)NC(=O)C2CC(C)C)c1 (stereo not drawn) | -5 | -8% | 10 | 0%
CCOC(=O)C1=C(C)N[C@@]2(O)c3ccccc3C(=O)[C@@]12O | 38 | 0% | 6 | 0%
Cc1ccc(OCC(O)Cn2c(N3CCOCC3)nc3c2c(=O)[nH]c(=O)n3C)cc1 (stereo not drawn) | -94* | -6% | 5 | -1%
NC(=O)C1CCC(NC(=O)OCc2ccccc2)CC1 (stereo not drawn) | -29 | -1% | 2 | 0%
Cc1sc2ncnc(Sc3nnnn3-c3ccc(Cl)cc3)c2c1C | -21 | -11% | 0 | -5%
C/C(=N\NC(=O)c1ccccc1C)c1ccc(N2CCOCC2)cc1 | ? | -3% | -5 | 6%
CCc1ccc(/C=N/Nc2nn[nH]n2)cc1 | ? | . | 1 | 3%
CCC(c1nnnn1C1CCCC1)N1CCN(C(=O)c2ccco2)CC1 (stereo not drawn) | 38 | 3% | 6 | -3%
N#C/C(=C\c1ccccc1C(F)(F)F)C(=O)Nc1ccccc1 | 11 | . | . | -2%
Cc1ccc2c([N+](=O)[O-])cccc2n1 | ? | . | . | -1%
O=C(c1c(Cl)nc2sccn12)N(C(=O)c1c(Cl)nc2sccn12)c1ccc(Cl)cn1 | 18 | 10% | 5 | 4%
Cc1c(N=C/C=C2/N(C)c3ccccc3C2(C)C)c(=O)n(-c2ccccc2)n1C | ? | . | 4 | -1%
O=C(OCC(=O)N1CCOCC1)C(c1ccccc1)c1ccccc1 | 11 | 0% | 3 | -4%
CCCn1nc(C(=O)NCC(C)(C)N2CCOCC2)c2ccccc2c1=O | 27 | 7% | ? | -1%
COc1ccc(-n2ncc3c(N4CCc5ccccc54)ncnc32)cc1 | 8 | 3% | -9 | -4%
Cc1ccccc1OCC1Cn2c(nc3c2c(=O)[nH]c(=O)n3C)O1 (stereo not drawn) | 22 | 3% | -7 | 1%
COc1ccc(NC(=O)CC2C(=O)N(CCc3ccccc3)C(=S)N2Cc2cccnc2)cc1 (stereo not drawn) | -9 | 32%[activator] | 3 | -4%
Cc1nnc(N(Cc2ccco2)C(=O)c2ccno2)s1 | 28 | -6% | 5 | -3%
CC(=O)N(c1ccccc1)c1nc(/C=C/C(=O)Nc2c(C)cc(C)cc2C)cs1 | 19 | . | . | -3%
Cc1cccc(N=C(NO)c2nonc2N)c1 | 42 | . | . | 2%
Cc1c(NC(=O)c2cccnc2C(=O)O)cccc1C(=O)O | 1 | . | . | 1%
Clc1ccc(-c2nnc3ccccn23)cc1 | ? | -1% | 19 | 3%
CCN(CC)S(=O)(=O)c1ccc(C(=O)OCC(=O)c2ccc3c(c2)NC(=O)CO3)cc1 | -2 | -4% | 2 | 1%

Remaining list, next part:
SMILES | PNC inhibitor | ALOX15B inhib | IMPase inh | ALOX12 inhib
Cc1ccc(-n2c(=O)c3ccc(C(=O)NCc4ccco4)cc3n(Cc3ccccc3C#N)c2=O)cc1 | -19 | . | -4 | -1%
O=C(CCCN1C(=O)/C(=C\c2cccs2)SC1=S)Nc1cccnc1 | 0 | . | . | 4%
CCOC(=O)/C=c1\s/c(=C\c2ccc3cc(OC)ccc3c2)c(=O)n1CC(=O)NCC1CCCO1 (stereo not drawn) | 140 | ? | 3 | -3%
CC(=O)Nc1ccc2c(c1)C(=Nc1ccc(C(=O)O)cc1)c1ccccc1-2 | . | -3%[11.4 µM] | . | 4%[11.4 µM]
CCOC(=O)N1CCC(=NNS(=O)(=O)c2cccc([N+](=O)[O-])c2)CC1 | 22 | -21% | -4 | -5%
CC(C)CCNC(=O)CC1C(=O)N(Cc2ccccc2)C(C)c2nc3ccccc3n21 (stereo not drawn) | 49 | 13% | 3 | 2%
Nc1cc(OC(=O)c2ccccc2Br)nn1S(=O)(=O)c1ccccc1 | ? | -12% | 9 | -5%
O=C(CCc1ccc(S(=O)(=O)N2CCOCC2)cc1)Nc1cc(Cl)ccc1N1CCOCC1 | -21 | ? | 0 | -6%
CCN=c1sc(C(=O)OC)cc(=O)n1CC | -1 | 1% | -1 | 0%
Clc1cccc(-c2nc(-c3ccccn3)no2)c1 | -25 | -2% | 2 | -7%
CCn1cc([N+](=O)[O-])c(C(=O)Nc2ccn(Cc3ccccc3)n2)n1 | -3 | . | . | 2%
Cn1c2c(c(=O)n(C)c1=O)CN(CCN1CCNCC1)CN2 | 38 | 6% | 4 | 4%
C1COCCNCCOCCOCCOCCN1 | 40 | . | . | -6%
N=c1ccn2c(n1)O[C@H]1[C@@H](OP(=O)(O)O)[C@H](CO)O[C@H]12 | . | -8%[11.4 µM] | . | 5%[11.4 µM]
Cc1ccc2nc(-c3ccccc3)nc(SC(C)C(=O)NCc3cccs3)c2c1 (stereo not drawn) | 28 | 3%[11.4 µM] | -11[1.84 µM] | -1%
O=C(OCCN(CCOC(=O)c1ccncc1)S(=O)(=O)c1cccs1)c1ccncc1 | -24 | 3% | 2 | 6%
Cc1nn(-c2ccc(Cl)cc2Cl)c(=O)c2ccccc12 | -15 | . | 0 | -1%
O=C(Nc1nc2c(s1)CCCC2)c1cc(-c2ccccc2)nc2ccccc12 | ? | . | 8 | -7%
O=C(c1cn(-c2ccccc2)nc1-c1ccc(F)cc1)N1CCOCC1 | -10 | 6% | 1 | 2%
CCOC(=O)C(NC(=O)Nc1ccc(C(N)=O)cc1)(c1ccccc1)C(F)(F)F (stereo not drawn) | 39 | . | . | -2%
C=CCNc1nc(NCC)nc(N2CCOCC2)n1 | 98 | 16% | 12 | 0%
O=C(Nc1ccc2snnc2c1)Nc1cccc2ccccc12 | ? | -15% | 7 | -8%
O=C(Nc1nc2c(s1)CCCC2)c1cc2n(n1)C(C(F)(F)F)CC(C1CC1)N2 (stereo not drawn) | ? | 11% | 11 | -5%
O=C(NCc1ccco1)c1cccn2c(=O)c3cc4ccccc4cc3nc12 | 37 | -22% | 8 | -13%
C=CCOC(=O)Nc1ccc(Cl)cc1NC(=O)OCC=C | -7 | -6% | 9 | 5%

Three records picked at random from the list so far:
SMILES | PNC inhibitor | ALOX15B inhib | IMPase inh | ALOX12 inhib
CCOC(=O)N1CCC(=NNS(=O)(=O)c2cccc([N+](=O)[O-])c2)CC1 | 22 | -21% | -4 | -5%
O=C(NCc1ccco1)c1cccn2c(=O)c3cc4ccccc4cc3nc12 | 37 | -22% | 8 | -13%
O=C(OCCN(CCOC(=O)c1ccncc1)S(=O)(=O)c1cccs1)c1ccncc1 | -24 | 3% | 2 | 6%

New compounds follow
SMILES | PNC inhibitor | ALOX15B inhib | IMPase inh | ALOX12 inhib
COc1ccc(N2C(=O)CC(N(CCc3ccc(OC)c(OC)c3)C(=S)Nc3ccccc3)C2=O)cc1 (stereo not drawn) | -8 | . | 4 | 3%
CCN(CC)C(=O)CSc1nc2cc3c(cc2c(=O)n1Cc1ccc2c(c1)OCO2)OCO3 | 20 | -4% | -10 | -3%
Cc1c(C2OC(=O)C3(CCCCC3)C(=O)C2(C)C)c(=O)n(-c2ccccc2)n1C (stereo not drawn) | 47 | -3% | 1 | -3%
CCOc1ccc(S(=O)(=O)NCc2cccs2)cc1 | 14 | 0% | 11 | 4%
O=C(Nc1ccc2c(c1)OCO2)c1cnn2c(C(F)(F)F)cc(-c3ccco3)nc12 | 1 | 5% | 11 | -8%
CN1c2ccccc2C(C)(C)[C@]12C=Cc1cc(O)ccc1O2 | -14 | ? | 5 | -13%
CCOC(=O)CC1C(=O)NCCN1S(=O)(=O)c1cc(Cl)c(Cl)cc1Cl (stereo not drawn) | -98* | 5% | -7 | 2%
CC1CCCN(c2ccc(C(=O)NCCc3ccccc3)cn2)C1 (stereo not drawn) | -23 | -1% | 9 | -3%
Nn1c(-c2cccs2)nc2sc3c(c2c1=O)CCCC3 | 12 | -7% | -4 | -9%
COc1cc(Cl)c(S(=O)(=O)NCc2cccnc2)cc1Cl | 5 | 6% | 2 | -3%
CCOc1cccc(C2C(C(=O)c3ccc(C)o3)=C(O)C(=O)N2c2nccs2)c1 (stereo not drawn) | -12 | -23% | ? | ?
O=C(Cc1ccc(-c2ccccc2)cc1)N1CCOCC1 | 12 | -4% | ? | 5%
C[C@]1(O)CC[C@H]2[C@H]3CC=C4N5CCN=C5CC[C@@]4(C)[C@H]3CC[C@@]21C | . | -3%[11.4 µM] | . | 1%[11.4 µM]
COC(=O)Nc1ccccc1C(=O)N1CCN(c2ccc(C)cc2)CC1 | -19 | . | . | -6%
Cc1[nH]ccc2c1[nH]c1cc(=O)ccc12 | . | 18% | 3 | 1%
Cc1ccc(SCC(=O)NCC(C)C)cc1 | -15 | -11% | -2 | -1%
Nc1nc2ccccc2n1/N=C/c1ccc(Br)cc1 | ? | 21%[2.29 µM] | 3 | -11%
O=C(NCCc1ccccc1)c1ccc2nc(-c3ccco3)c(-c3ccco3)nc2c1 | -11 | ? | 8 | -14%
CC(=O)N1CCCc2cc(S(=O)(=O)CCC(=O)N3CCN(c4cccc(C)c4)C(C)C3)ccc21 (stereo not drawn) | -9 | 1% | 15 | 0%
CSc1nc2nc(-c3ccccc3)cc(=O)n2[nH]1 | ? | -3% | 3 | 4%
O=C(NC1CCCCC1)NC1CCCCC1 | . | -4% | . | 6%
Cn1c(-c2ccc(C=O)s2)nc2ccccc21 | 16 | 2% | -18 | 2%
O=C(CN1CCOc2ccccc21)N1CCCC1 | 27 | . | . | -1%
Clc1ccc(Cn2ncc3c(NCCN4CCOCC4)ncnc32)cc1 | 37 | 1% | 2 | -2%
CC(CO)(CO)N=Cc1cc(I)cc(I)c1O | . | 0%[11.4 µM] | . | -22%[11.4 µM]

(more compounds)
SMILES | PNC inhibitor | ALOX15B inhib | IMPase inh | ALOX12 inhib
Cc1cc2cc(C(c3nnnn3CC3CCCO3)N3CCCc4ccccc43)c(=O)[nH]c2cc1C (stereo not drawn) | ? | 0% | -1 | -11%
CC(=O)Nc1cccc(NC(=O)C2CCCN2C(=O)Nc2ccccc2C)c1 (stereo not drawn) | -13 | -5% | -8 | -3%
COc1ccc(C(=O)Nc2cc(-c3nn4c(C)nnc4s3)ccc2C)cc1 | -9 | 2% | 6 | -1%
CCN(CC)S(=O)(=O)c1ccc(NC(=O)c2ccccc2N(C)S(C)(=O)=O)cc1 | 88 | 3% | -3 | 10%
CCCc1cc(=O)n2[nH]c(C)nc2n1 | 43 | -1% | -7 | 5%
COCCCn1c2nc3ccccc3nc2c2c(=O)n(-c3ccccc3OC)cnc21 | 16 | -2% | -4 | 1%
O=C(CN1C(=O)CCSc2ccccc21)Nc1ccccc1 | -7 | 4% | -3 | -4%
CCNc1nc(NCC)nc(OCCNS(=O)(=O)c2cc(C)ccc2C)n1 | 21 | 9% | -2 | 0%

A draw from above in order of heavy-atom count, descending:
SMILES | PNC inhibitor | ALOX15B inhib | IMPase inh | ALOX12 inhib
Cc1cc2cc(C(c3nnnn3CC3CCCO3)N3CCCc4ccccc43)c(=O)[nH]c2cc1C (stereo not drawn) | ? | 0% | -1 | -11%
CCNc1nc(NCC)nc(OCCNS(=O)(=O)c2cc(C)ccc2C)n1 | 21 | 9% | -2 | 0%
O=C(CN1C(=O)CCSc2ccccc21)Nc1ccccc1 | -7 | 4% | -3 | -4%
CCCc1cc(=O)n2[nH]c(C)nc2n1 | 43 | -1% | -7 | 5%

Screening results from PubChem.
